Screening data deposited in PubChem BioAssay by several laboratories.
NPY Y1 blocker = antagonists of human neuropeptide Y receptor Y1. P25929. HEK293-CNG Y1 cells, membrane potential fluorescence; NPY at EC95, then isoproterenol. inhibition, % at 3.6 µM. 1% of 200,000 active. AID 1040;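 active = inhibition above the campaign mean inhibition of all tested compounds plus 3 SD, cut at about 20% in these data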;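 note: 0% = DMSO wells given NPY plus isoproterenol and 100% = isoproterenol alone without NPY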
Target sequence (P25929 whole entry, looked up): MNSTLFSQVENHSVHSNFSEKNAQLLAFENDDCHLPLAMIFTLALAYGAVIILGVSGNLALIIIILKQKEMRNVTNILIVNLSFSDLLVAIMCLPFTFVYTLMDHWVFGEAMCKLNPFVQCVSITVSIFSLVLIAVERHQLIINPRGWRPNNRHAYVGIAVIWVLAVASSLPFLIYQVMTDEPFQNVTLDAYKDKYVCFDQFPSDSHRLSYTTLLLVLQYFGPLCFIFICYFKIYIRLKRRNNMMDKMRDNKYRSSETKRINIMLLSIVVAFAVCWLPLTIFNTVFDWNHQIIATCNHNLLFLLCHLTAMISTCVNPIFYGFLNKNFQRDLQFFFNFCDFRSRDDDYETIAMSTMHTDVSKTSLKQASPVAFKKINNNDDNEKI
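Test system: HEK293 cells co-expressing NPY Y1 receptor and cyclic-nucleotide gated channel; Also added: NPY (25 nM), isoproterenol (1 µM), Ro 20-1724 (25 µM); Compound dosing: one concentration, 3.6 µM, in 0.4% DMSO; Timing: dye 3 h, compound 60 min room temperature, stimulation 45 min; Technique: Membrane-potential fluorescent dye readout.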
CHOP inh = blocks CHOP induction under ER stress; CHO-K1 CHOP-promoter luciferase, tunicamycin-induced, 15-18 h; inhibition, % at 10 µM; 3.8% of 220,000 active; AID 2732;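 active = compounds that reduced the stress-induced luciferase reporter signal by more than about 70% of percent inhibition, limit read from the data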;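 note: 0% = tunicamycin plus vehicle and 100% = wells without tunicamycin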
TRPN1 ag = zebrafish TRPN1 (NompC) channel agonism; 0.18% of 220,000 active; activation, % at 3 µM; AID 1424; HEK293 zebrafish TRPN1-YFP, Fluo-8 calcium fluorescence; 100% = response to 87 µM carbachol;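 active = activation above its plate's cutoff, the mean activation of test wells on that plate plus 3 SD, cut at about 19% in these data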;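 note: 0% = DMSO alone and 100% = 87 µM carbachol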
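Control set: carbachol 87 µM as high control, DMSO as low control; system: HEK293 stable line with zebrafish TRPN1-YFP; read-out: % activation versus carbachol response; detection: intracellular calcium fluorescence with Fluo-8; doses: single test compound dose, 3 µM nominal, 0.3% DMSO; schedule: dye 1 h 37 °C plus 30 min RT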
NPY-Y2 PAM-ag = potentiates or activates human NPY-Y2 receptor; AID 1359; P49146; 0.45% of 220,000 active; cells expressing NPY-Y2, potentiator/agonist read-out; activation, % at 3.6 µM; in the data active = activation above about 27%;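 note: cells stimulated with NPY near EC25 plus isoproterenol at EC100; 0% = vehicle plus submaximal agonist and 100% = vehicle plus saturating agonist; some results beyond the cut were filed as inactive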
NPY1 pot ag = potentiators or agonists of human neuropeptide Y receptor Y1; P25929; NPY-Y1 expressing cells, potentiator/agonist activation; activation, % at 3.6 µM; 0.37% of 220,000 active; AID 1304; in the data active = activation above about 33%, passing the limit was not always enough;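 note: cells stimulated with NPY at EC10 then isoproterenol at EC100; 0% = low agonist plus stimulus and 100% = saturating agonist plus stimulus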
TRPML3 ag = human mucolipin-3 channel agonism. 0.29% of 220,000 active. AID 1448. activation, % at 3 µM. HEK293 TRPML3-YFP, Fluo-8 calcium fluorescence; 100% = the carbachol control signal. Q8TDD5;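 active = activation above its plate's cutoff, the mean activation of the plate's test wells plus 3 SD, cut at about 12% in these data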;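 note: 0% = DMSO only wells and 100% = carbachol wells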
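Material: HEK293 cells stably carrying human TRPML3-YFP; compound dosing: single dose, 3 µM final nominal compound, 0.3% DMSO final; incubation: 1-h 37 °C dye load, 5-s basal, 120-s post-compound reads; technique: Fluo-8 intracellular calcium fluorescence, excitation 470-495 nm, emission 515-575 nm; read-out basis: percent activation from peak-to-basal fluorescence ratio, scaled between DMSO and carbachol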
EP2 mod = EP2 receptor (human) modulation | EP2-expressing cells, cAMP HTRF FRET, PGE2 co-stimulation | induction, % at 25 µM | 0.83% of 260,000 active | AID 940;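 active = compounds whose cAMP rise, as percent of the full-agonist control response, exceeds 60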;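 note: rat C6 glioma line stably carrying human EP2 under a CMV promoter; the protocol text gives 20 µM as final concentration; 100% = response of wells given 1 µM PGE2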
S1P4 ag = human S1P4 receptor agonism | activation, % at 4.98 µM | S1P4-expressing cell line, agonist reporter assay | 0.35% of 220,000 active; in the data active = activation above about 11%;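 note: 0% = DMSO vehicle and 100% = reference agonist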
Target sequence (O95977 whole entry, looked up): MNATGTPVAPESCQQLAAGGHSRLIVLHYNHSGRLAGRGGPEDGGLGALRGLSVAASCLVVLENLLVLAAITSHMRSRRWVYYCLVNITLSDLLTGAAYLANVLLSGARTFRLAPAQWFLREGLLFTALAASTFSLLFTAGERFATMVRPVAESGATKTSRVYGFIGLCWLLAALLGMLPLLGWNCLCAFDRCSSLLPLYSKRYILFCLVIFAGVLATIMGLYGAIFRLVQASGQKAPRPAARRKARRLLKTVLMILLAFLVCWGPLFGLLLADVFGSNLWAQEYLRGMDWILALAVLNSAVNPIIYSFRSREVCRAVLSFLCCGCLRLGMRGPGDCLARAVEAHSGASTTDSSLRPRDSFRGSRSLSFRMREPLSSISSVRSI
S1P4 antag = human S1P4 receptor antagonism | O95977 | 0.26% of 220,000 active | inhibition, % at 4.98 µM | AID 1510 | S1P4-expressing cells, antagonist mode, reporter read-out; in the data active = inhibition above about 29%;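 note: 0% = wells stimulated with agonist and 100% = vehicle wells without agonist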
Active calls of the source: *; x = no result given; & = joins results of further samples.

SMILES	NPY Y1 blocker	CHOP inh	TRPN1 ag	NPY-Y2 PAM-ag	NPY1 pot ag	TRPML3 ag	EP2 mod	S1P4 ag	S1P4 antag
CCCC1=C(C(=O)OCC)C(c2ccncc2)n2ncnc2N1 (stereo not drawn)	-3	9	-0.1	-6	-31	-0.3	15	-6.5	-9
OCC1(CO)COC(c2ccccc2)=N1	1	5	1.4	14	14	1.4	11	-1.7	-5
COc1ccc(C(=O)Nc2cccnc2)cc1S(=O)(=O)N1CCOCC1	7	-14	1.4	6	9	0.8	-7	5.0	-20
COC(=O)N/N=C(C)/C=C/c1ccccc1	4	x	-0.8	-2	-9	1.1	x	-1.9	-8
CC1CN(C2CCN(S(=O)(=O)Cc3ccccc3)CC2)CC(C)O1 (stereo not drawn)	-2	33	-0.1	11	24	0.9	11	3.7	6
CCOC(=O)CCc1c(C)nc2cc(-c3ccc(Cl)cc3)[nH]n2c1=O	-10	-13	0.1	8	17	0.5	-6	-0.6	-5
CC(=O)Nc1ccc(NC(=O)C(C)OC(=O)/C=C/c2cccs2)cc1 (stereo not drawn)	-4	15	0.6	8	-1	1.3	-35	-1.8	14
CCOC(=O)C1Cc2cc3c(cc2C1=O)CC(C(=O)OCC)C3=O (stereo not drawn)	-1	55	-0.3	15	4	0.4	0	-0.6	-8
COc1ccc(/C=C(\C#N)C(=O)OCC(=O)NC2CC2)cc1	-1	17	0.9	3	2	0.8	5	0.3	-22
O=S(=O)(NCc1ccco1)c1ccc2c(c1)Cc1ccccc1-2	2	-2	1.6	-17	-9	-0.4	-22	2.2	0
O=C(Nc1cccc(Br)c1)c1ccc(Cl)c(S(=O)(=O)N2CCOCC2)c1	-1	65	10	13	-59	4.2	-72	1.8	-6
O=C(O)C1CC=CCC1C(=O)NCCc1cccc(Cl)c1 (stereo not drawn)	4	9	-0.3	-2	-10	0.7	-1	1.1	0
CCOC(=O)C1=NN(c2cccc(Cl)c2)C2=NC(C)=C(C(=O)OC)C(c3cccs3)N12 (stereo not drawn)	6	60	1.0	-4	-14	0.5	54	-2.6	-15
S=c1[nH]nc(C2(c3ccccc3)CCCC2)o1	x	5	2.0	2	21	0.6	-11	0.1	-11
Cc1cc(C)c[n+](-c2nc3ccccc3nc2[N-]S(=O)(=O)c2ccc(Br)s2)c1	-3	27	4.1	7	-7	0.2	10	0.6	-10
O=C(Nc1ccccc1C(=O)O)c1ccc(Cl)c(S(=O)(=O)N2CCOCC2)c1	-3	55	-0.1	8	44	-0.1	18	3.7	-19
O=C(Nc1ncc(Cc2ccc(C(F)(F)F)cc2)s1)c1ccc(-c2cccc([N+](=O)[O-])c2)o1	1	15	2.6	4	-12	0.7	9	4.2	-6
CCN(CC)CCNC(=O)C1CCN(S(=O)(=O)N2CCCCC2)CC1	-5	26	-0.3	-10	-25	0.5	4	-1.2	-3
COc1cc(C(F)(F)F)nc2ccc(C#CCOC(=O)Nc3ccccc3)cc12	x	14	0.1	-21	-34	-0.3	16	1.1	19
O=C(c1ccccn1)N1CCN(C(=O)c2ccccn2)CC1	8	8	0.8	-4	-9	1.0	12	1.7	-11
O=C(NNC(=S)NCc1ccc(Cl)cc1)c1ccc2c(c1)OCO2	2	-5	0.8	-31	-5	0.3	-15	0.1	-2
CCc1cccc(C)c1NC(=O)CO/N=C(\N)CC(=O)NC1CCCCC1	-1	-8	-1.1	6	22	1.2	14	1.8	0
CC(C)(C)c1ccc(-c2noc(-c3ccc4c(c3)CCO4)n2)cc1	x	-3	1.4	-17	-1	0.6	19	-0.7	7
CCCc1nc2ccccc2c(=O)n1CC(=O)c1ccccc1	8	15	-1.4	-9	6	0.5	9	6.2	-9
O=C(COC(=O)/C=C/c1cccc([N+](=O)[O-])c1)NCCCN1CCCC1=O	-4	5	2.0	-6	-11	-0.1	-3	2.1	-1
Clc1ccc(-c2cc(COc3ccc4ccccc4c3)no2)cc1	-3	17	0.7	-14	-1	0.7	15	5.6	-3
COc1ccccc1/C=C/C=N/n1c(-c2ccccn2)n[nH]c1=S	x	0	1.4	-18	5	0.9	2	0.2	-5
N#CC(C#N)=c1ccc2c(c1)N1C(c3ccccc3)=CC(c3ccccc3)C3CCCCC31N=2 (stereo not drawn)	x	14	-0.3	-6	14	-0.2	3	-0.8	-26
CCCCOc1ccc(CN=C(N)N)cc1Cl	x	-1	-0.8	-20	1	1.3	29	0.6	-6
CCOC(=O)c1sc(/N=C/c2c(O)ccc3ccccc23)cc1C	1	-19	-0.7	-2	10	0.1	4	3.6	-22
Cc1ccc2nc3sc(C(=O)N4CCCc5ccccc54)c(N)c3cc2c1	11	-10	1.6	-7	7	0.9	-8	-0.7	12
O=C(NNC(=S)NC1CC2C=CC1C2)c1cccnc1 (stereo not drawn)	x	10	0.3	-2	12	0.0	-2	0.4	-4
COc1cc(C(=O)NCCSc2ccc(Br)cc2)cc(OC)c1OC	3	12	-0.5	-14	-17	-1.1	-72	0.5	-13
O=C(CNC(=S)N(Cc1ccccc1)Cc1cccnc1)NC1CCCCC1	2	22	1.7	4	-4	0.1	-10	1.2	-17
CSc1nc(C)c(Cc2ccccc2)c(=O)[nH]1	0	-6	0.6	11	23	1.3	-12	0.1	-4
CC(c1nnc(SCC(=O)Nc2cccnc2Cl)n1-c1ccccc1)N(C)C (stereo not drawn)	7	-28	-1.6	6	13	0.2	-2	-0.8	5
O=C(O)COc1ccc(-c2nccc(-c3cccs3)n2)cc1	-2	74*	1.6	9	-3	-0.1	15	-1.3	-10
Cc1[nH]nc2c1C(c1cn[nH]c1-c1ccc(F)cc1)C(C#N)=C(N)O2 (stereo not drawn)	2	12	1.0	-22	18	0.7	-10	1.8	-7
Cc1noc(/C=C/c2cccs2)c1S(=O)(=O)N1CCC(C(=O)NCCCN2CCC(C)CC2)CC1	2	5	-0.3	-15	-6	1.0	-21	-0.4	8
COC(=O)c1cc(COc2ccc3c(c2)oc(=O)c2ccccc23)c(C)o1	6	16	-0.4	-15	7	-0.4	-7	-1.2	-9
Cc1[nH]c2ccccc2c1/C=N/Nc1ccc([N+](=O)[O-])cc1S(=O)(=O)Nc1ccc(Cl)cc1	15	59	-0.8	10	2	0.8	2	0.8	-2
COc1ccccc1N1CCN(C(=O)CCCn2c(=O)[nH]c3ccsc3c2=O)CC1	1	24	-0.3	10	-17	0.6	4	-1.0	1
CC(C)(C)C1CC=C2C(C#N)=C(N)C(C#N)(C#N)C(c3cccs3)C2C1 (stereo not drawn)	-2	x	2.1	19	-10	0.6	x	1.6	-7
CN1CCN(C(=O)C2=C[C@H](c3ccc4c(c3)OCO4)C[C@H](OCc3ccc(CO)cc3)O2)CC1	4	16	0.2	-2	5	0.4	6	1.0	-10
COc1ccc(-n2c(-c3ccccc3)cc3c2CCCC3=O)cc1	6	-2	-2.6	-11	-32	-1.9	52	2.0	-6

Among those listed so far, 4 contain a cyano group.
SMILES	NPY Y1 blocker	CHOP inh	TRPN1 ag	NPY-Y2 PAM-ag	NPY1 pot ag	TRPML3 ag	EP2 mod	S1P4 ag	S1P4 antag
COc1ccc(/C=C(\C#N)C(=O)OCC(=O)NC2CC2)cc1	-1	17	0.9	3	2	0.8	5	0.3	-22
N#CC(C#N)=c1ccc2c(c1)N1C(c3ccccc3)=CC(c3ccccc3)C3CCCCC31N=2 (stereo not drawn)	x	14	-0.3	-6	14	-0.2	3	-0.8	-26
Cc1[nH]nc2c1C(c1cn[nH]c1-c1ccc(F)cc1)C(C#N)=C(N)O2 (stereo not drawn)	2	12	1.0	-22	18	0.7	-10	1.8	-7
CC(C)(C)C1CC=C2C(C#N)=C(N)C(C#N)(C#N)C(c3cccs3)C2C1 (stereo not drawn)	-2	x	2.1	19	-10	0.6	x	1.6	-7

The results go on.
SMILES	NPY Y1 blocker	CHOP inh	TRPN1 ag	NPY-Y2 PAM-ag	NPY1 pot ag	TRPML3 ag	EP2 mod	S1P4 ag	S1P4 antag
CCOc1ccccc1N(CC(=O)Nc1cccnc1)S(=O)(=O)c1ccc(C)cc1	-3	4	-1.8	-8	-11	0.5	5	0.6	-16
CN1/C(=C/C(=O)C2CCC2)Sc2ccccc21	0	26	-1.9	-13	11	-0.1	-51&-50	-2.4	0
CCCCOC(=O)C1CN(c2ccccc2)N=C1C(=O)OCC (stereo not drawn)	8	53	-2.5	-1	14	-0.4	27	1.0	-15
CCOCCCNC(=S)N1CCN(Cc2ccco2)CC1	-5	-4	0.6	-3	-26	0.9	38	-1.2	6
NC(=O)c1ccc(-c2ccccc2F)cc1	x	32	-1.0	0	1	0.1	1	0.1	4
CCOC(=O)c1nnn(-c2nc(OC)nc(N(C)C)n2)c1-c1ccccc1	-4	15	0.4	-4	-6	-0.3	7	-1.1	-24
O=C(CN1C(=O)c2ccccc2C1=O)Nc1ccc(S(=O)(=O)N2CCOCC2)cc1	-2	18	0.9	0	1	0.7	-12	0.0	1
Cn1cccc1C(=O)NC(=O)CSc1nc2ccccc2s1	14	33	0.8	-20	-33	-0.8	-17	0.1	-1
N/C(=N\OC(=O)/C=C/c1ccccc1)c1ccc(Cl)cc1	x	0	-1.4	-10	-12	0.4	10	0.1	15
O=C(Cc1ccc(S(=O)(=O)N2CCOCC2)s1)NCC1CCCCC1	-3	5	0.7	3	15	0.1	-17	-0.1	5
COc1ccc(OCCNC(=O)CCCO)cc1	x	0	0.8	6	-3	1.5	11	0.2	-5
CN(C(=O)c1ccc(-c2nn(C)c(=O)c3ccccc23)cc1)c1ccccc1	1	20	3.4	2	-4	1.1	0	-3.1	-1
Cc1ccccc1OCCC(=O)OCC(=O)NC(C)c1ccccc1 (stereo not drawn)	5	19	-2.3	-28	-4	-0.8	23	-1.6	-21
CCOC(=O)/C(=C/C=C/c1ccccc1)NC(=O)c1ccccc1	9	16	-2.3	0	3	-0.3	-8	-3.5	5
O=C(COc1ccccc1F)Nc1nnc(-c2ccncc2)s1	-3	15	0.4	4	4	1.1	13	0.4	-8
O=C(c1ccc(Cl)c(S(=O)(=O)N2CCOCC2)c1)N1CCN(Cc2ccccc2)CC1	5	-8	1.7	-18	-22	0.6	-22	-0.4	-18
CCNc1nc(N)nc(Oc2ccc(OCc3ccccc3)nn2)n1	4	8	0.0	-5	7	-0.3	12	-1.8	1
COCCN1CN=C(Nc2nc3ccccc3s2)NC1	0	14	2.9	-7	11	0.8	21	-2.0	8
O=C(N/N=C/c1cccc(OCc2ccccc2)c1)c1cccs1	1	0	-0.6	-13	0	-1.1	28	2.4	-9
C/C(N)=C(/C#N)C(=O)COC(=O)c1ccncc1	-4	25	1.5	10	-5	0.1	-5	0.6	-12
N#Cc1c2c(c(NCCOCCO)n3c1nc1ccccc13)CCCC2	-1	2	-0.9	4	13	-0.1	-63	1.2	-18
CC(C)CC(COCc1ccc(F)cc1)N1CCN(C(=O)c2cccc(C(F)(F)F)c2)CCC1=O (stereo not drawn)	0	38	-0.9	6	-3	-1.1	16	1.0	-9
Cc1cc2cc(C)c3nnc(SCC(=O)N4CCCc5ccccc54)n3c2cc1C	3	35	0.8	4	-1	0.0	-2	0.7	-14
